Bioassay records: PubChem BioAssay, National Center for Advancing Translational Sciences (NCATS)
Lipid storage S3: qHTS Assay for Lipid Storage Modulators in Drosophila S3 Cells. Drosophila S3 cells, BODIPY lipid droplet fluorescence, 18-24 h; cells fed with added oleic acid. lipid storage change, negative = inhibition, % at the top dose, mostly 46.1 µM; hits show Potency in µM. 320,000 tested, 0.64% active; active = well fitted inhibition curve with a large enough effect in the signal ratio, with a control signal flat, not every such curve was filed as active; inconclusive = small, poorly fitted or top-dose-only effect, or effect the other way, or a change in a side signal; the % refers to the signal ratio
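Laser-scanning cytometry quantifies lipid droplet accumulation (500–530 nm total intensity; droplet/cell object ratio) in oleic acid-fed (400 uM added) Drosophila S3 cells treated with a concentration series. 20 uM Triacsin C defined 100% inhibition.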
Lipid storage S3 cell count max: also measured in Lipid storage S3; calls as there; cell number change, %; measured here: cell count max response;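 cells counted by Cell Tracker Red CMTPX staining in the red channel; peak over a dose series mostly up to 46.1 µM; percent activity relative to internal control wells on each plate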
Active calls of the source: *; i = inactive; ? = inconclusive; . = no result given. % is scaled to controls: 0 for no effect and ±100 for the full control effect; potency is read from the fitted curve at half-maximal effect. An excerpt; count on the stated rates, not on these rows.

SMILES	Lipid storage S3	Lipid storage S3 cell count max
Cc1ccc(NC(=O)N2CCc3ccccc32)cc1	-1%	0
CN(C)CCNC(=O)C(=O)NCC1OCCCN1S(=O)(=O)c1cccs1 (stereo not given)	10%	10
CCOC(=O)C1=C(N)Oc2cc(O)ccc2C1c1cccc(Cl)c1 (stereo not given)	?	.
Cc1ccccc1OCC(=O)N/N=C/c1c(C)nn(-c2ccccc2)c1Cl	23%	.
O=c1[nH]c(SCc2ccccc2)nc2c1sc1ccccc12	?	.
CCc1ccc(-c2nc(C(N)=O)c3[nH]c(=O)n(-c4ccccc4OC)c3n2)cc1	-2%	3
O=C(O/N=C(\c1ccccc1)c1ccccn1)c1ccc(Cl)c(Cl)c1	?	.
COc1ccc2cc(C#N)c(Nc3cccc(F)c3)nc2c1	?	.
CCC(C)(C)NC(=O)/C=C/c1cnc2ccccc2n1	?	.
CN(C(=O)COC(=O)CNC(=O)c1ccccc1Cl)c1ccccc1	-16%	9
Cc1ccc2c(CN3C(=O)NC4(CCCCC4)C3=O)cc(=O)oc2c1C	?	.
CCN1/C(=C2/SC(=S)N(NC(C)=O)C2=O)Sc2ccccc21	?	.
Cc1ccc(C(=O)Nc2ccccc2N2CCCCC2)cc1	1%	-27
CC(OC(=O)c1cc[n+]([O-])cc1)C(=O)Nc1ccc(Cl)cn1 (stereo not given)	?	.
Cc1cccc(C)c1NC(=O)[C@@]1(CC(=O)O)CC(/C=C/c2ccccc2)=NO1	7%	-2
Cc1c(NC(=O)C(C)Oc2cccc(Cl)c2)c(=O)n(-c2ccccc2)n1C (stereo not given)	4%	-5
COc1ccc(/C=C2/C(=O)N=C(N)N2C)cc1OC	i	11
Cc1cccn2c(=O)c3cc(S(=O)(=O)c4ccccc4)c(=N)n(Cc4ccc(F)cc4)c3nc12	?	.
COC(=O)c1cc(OC)c(OC)cc1NCC(=O)Nc1ccc(OC)c(OC)c1	?	.
Cc1cc(C)nc(NS(=O)(=O)c2ccccc2)n1	?	.
CCc1nnc(NC(=O)CCC(=O)N2CCN(Cc3ccc(C)cc3C)CC2)s1	?	.
CSCCC(NC(N)=O)C(=O)Nc1cccc(C#N)c1 (stereo not given)	?	.
C#Cc1ccc(CN2CCC(Oc3ccc(C(=O)NCc4ccccn4)cc3)CC2)cc1	?	.
Cc1[nH]c(C)c(S(=O)(=O)Nc2ccc(F)cc2Cl)c1C(=O)N1CCCC1	?	.
CN1C(=O)C(O)(C2CCCCCC2=O)c2ccccc21 (stereo not given)	-9%	-9

The listing continues.
SMILES	Lipid storage S3	Lipid storage S3 cell count max
O=C(CNc1cccc(F)c1)Nc1cccc(S(=O)(=O)N2CCCCC2)c1	?	.
CCOc1ccc(CCN2C(=O)C3C4C=CC(C4)C3C2=O)cc1OCC (stereo not given)	-23%	.
COCCNC(=O)c1cccc(S(=O)(=O)N2CC3(C)CC2CC(C)(C)C3)c1 (stereo not given)	-1%	-18
COc1cccc(NC(=O)c2cc(-c3cccnc3)nc3c(Cl)cccc23)c1	?	.
CC(C)C(NS(=O)(=O)c1ccccc1F)C(=O)OCC(=O)NCc1ccco1 (stereo not given)	?	.
Cc1cc(C(=O)CN2C(=O)C(=O)N(C)C2=O)c(C)n1-c1cccc(S(=O)(=O)N2CCOCC2)c1	?	.
COc1ccc(CCNC(=O)CSc2nnnn2-c2ccc(OC)c(OC)c2)cc1OC	-14%	0
Cc1ccc2nc(SCC(=O)Nc3cccc(S(N)(=O)=O)c3)[nH]c2c1	-19%	1
CN(CC(O)COC(c1ccccc1)c1ccccc1)C1CCCCC1 (stereo not given)	?	.
CN(C(=O)COc1cc(=O)n(C)c2ccccc12)c1ccc(Br)cc1	8%	.
CC(C)C(=O)Nc1cccc(NC(=O)c2cccc([N+](=O)[O-])c2)c1	-16%	11
Cc1cc(=O)oc2cc(OCC(O)Cn3ccnc3)ccc12 (stereo not given)	10%	21
CCN(CC)Cc1c(C(=O)N/N=C/c2ccncc2)nnn1-c1nonc1N	?	.
O=c1cnnc(Nc2ccc(F)cc2)[nH]1	?	.
O=C(CN1C(=O)c2cccnc2C1=O)c1ccccc1	2%	7
O=C(NCCN1CCOCC1)c1ccc2ccccc2c1	?	.
N#Cc1nc(NCC(F)F)nc(Nc2cc(F)cc(F)c2)n1	?	.
COc1cccc(/C=C2\SC(=S)N(CCC(=O)N3CCCCC3CCO)C2=O)c1 (stereo not given)	8.2µM*	-20*
Cc1cccc(N2CC(C(=O)Nc3ccccc3N3CCCC3)CC2=O)c1C (stereo not given)	30%	.
COc1cc(/C=N/NC(=O)c2ccc(CN3c4cccc5cccc(c45)S3(=O)=O)cc2)cc(OC)c1O	i	-26
COc1ccc(NC(C)C(=O)N/N=C/c2ccccc2OCc2ccc(Br)cc2)cc1 (stereo not given)	?	.
Cc1nc(SCC(=O)c2ccccc2)[nH]c(=O)c1Oc1ccc(Cl)cc1	4%	-4
COc1ccc(S(=O)(=O)N2CCCCCC2)cc1	?	.
COc1ccc(-c2cc(C(=O)c3c(N)n(C)c(=O)n(C)c3=O)c3ccccc3n2)cc1	15%	1
CC(OC(=O)CN1C(=O)c2ccccc2C1=O)C(=O)N(C)c1ccccc1 (stereo not given)	?	.

Continuation.
SMILES	Lipid storage S3	Lipid storage S3 cell count max
O=C(NCCNC(=O)c1ccccn1)c1ccc(-c2ccccc2)cc1	?	.
CC1CCCCC1NC(=O)c1cn(C)c2ccc(S(=O)(=O)N3CCCC3)cc2c1=O (stereo not given)	i	-3
OC(CNC1Cc2ccccc2C1)COc1ccc(Cl)cc1 (stereo not given)	?	.
CCCC(=O)Nc1ccc2c(c1)C(=O)N(CCC(=O)O)C2=O	13%	16
N=C1/C(=C/c2ccc(OCc3ccccc3)cc2)C(=O)N=C2SC(CC(=O)N3CCOCC3)=NN12	?	.
CSc1ccccc1OCc1cc(C(=O)NCCn2ccnc2C)no1	?	.
COc1ccc(S(=O)(=O)NCCN2CCOCC2)c2ccccc12	22%	8
COc1ccc(NC(=O)CSc2nc3ccccc3c(=O)n2CCCN2CCCCC2)c(OC)c1	?	.
CC(=O)N1CCN(c2ccc(NCc3ccco3)cc2)CC1	?	.
COc1ccc(C2CC(=O)C3=C(C2)Nc2ccccc2N(C(C)=O)C3c2ccco2)cc1 (stereo not given)	21%	-5
O=C(/C=C/c1ccc(S(=O)(=O)N2CCOCC2)cc1)N1CCN(c2ccccc2)CC1	24%	-8
O=C(O)[C@H](Cc1ccccc1)NC(=O)C(c1ccccc1)(c1ccccc1)c1ccccc1	1%	0
O=C(O)COc1ccc(C(NC(=O)c2c(F)cccc2F)NC(=O)c2c(F)cccc2F)cc1	15%	20
CC(=O)N1CCc2cc(Br)cc(S(=O)(=O)N3CCCCC3)c21	i	-26
O=C(Nc1ccccc1C(F)(F)F)C1CCN(C(=O)Cc2ccccc2)CC1	?	.
CCOc1ccccc1OCCCC(=O)NCCc1ccc(S(N)(=O)=O)cc1	i	12
CC(C)COC(=O)Cn1cnc2ccc(Br)cc2c1=O	i	2
COC(=O)CNC(=O)COC(=O)Cc1ccc(Cl)cc1	?	.
O=C1C2C3C=CC(C3)C2C(=O)N1/N=C/c1cn(Cc2ccccc2)c2ccccc12 (stereo not given)	?	.
COc1ccc(-c2nnn(CC(=O)N3CCN(c4ccccc4OC)CC3)n2)cc1	1%	-9
O=C(NCc1ccccc1)c1ccc(N2C(=O)C3CCCCC3C2=O)cc1 (stereo not given)	i	-2
O=C(NCc1cccnc1)Nc1ccc(Cl)c(Cl)c1	-12%	13
Cc1ccc(-c2cc(N)n(-c3ccc(F)cc3)n2)cc1	?	.
Cc1ccc(NC(=O)CSc2nnc(-c3ccncc3)o2)cc1	?	.
CCN1C(=O)[C@H]2[C@@H](c3ccc(-c4cccc(Cl)c4)cc3)N[C@@](C)(C(=O)OC)[C@H]2C1=O	-6%	.

Carrying on.
SMILES	Lipid storage S3	Lipid storage S3 cell count max
COc1cccc2c(=O)c(SC(F)(F)C(F)C(F)(F)F)c(C)[nH]c12 (stereo not given)	?	.
O=C(CCc1ccccc1Cl)N1CCN(S(=O)(=O)c2ccccc2)CC1	-3%	-3
Cc1cc(CN(C)C(=O)c2cc(COc3ccc(C)c(C)c3)on2)n[nH]1	i	.
Cc1onc(C(=O)NCc2ccc(F)cc2)c1[N+](=O)[O-]	3%	-7
Nc1nnc(-c2ccccc2F)s1	7%	4
O=S(=O)(CCN1C=CC(C(F)(F)F)=NCC1)c1ccc(Cl)cc1Cl	11%	2
CCN(CC)S(=O)(=O)c1ccc2c(c1)c(=O)c(C(=O)NCc1ccco1)cn2C	?	.
CN(C)C(CNc1ccc(S(C)(=O)=O)cc1[N+](=O)[O-])Cc1ccccc1 (stereo not given)	?	.
Cc1ccc(S(=O)(=O)Nc2nc(C)cc(-n3nc(C)cc3C)n2)cc1	?	.
COc1cc(NC(=O)CN2C(=O)COc3ccc(S(=O)(=O)N4CCOCC4)cc32)cc(OC)c1	i	20
COc1cccc(N/C(N)=N/c2nc(CSc3ccccn3)cc(=O)[nH]2)c1	1%	14
Cc1nc([N+](=O)[O-])c(C(=O)OCc2ccc(C#N)cc2)n1C	?	.
O=C(NC12CC3CC(CC(C3)C1)C2)c1ccccc1O	?	.
Oc1ccc(/C=N/N(Cc2ccccc2)c2ccccc2)c(O)c1O	-5%	-26
CC(C)C(NC(=O)C12CC3CC(CC(C3)C1)C2)C(=O)O (stereo not given)	?	.
CC(NC(=O)c1ccc(F)cc1)C(=O)NC1=NCCS1 (stereo not given)	-7%	-11
N#CC1=C(SCC(=O)Nc2ccc(C(=O)O)cc2)NC(=O)CC1c1ccco1 (stereo not given)	1%	7
Nc1nnc(SCC(=O)Nc2cc(S(=O)(=O)N3CCOCC3)ccc2Cl)s1	i	.
Cc1ccc(C(=O)CCC(=O)Nc2ccccc2F)cc1	i	18
O=c1nc(N2CCCCC2)nc(Nc2ccccc2)[nH]1	?	.
CC(C)C1N=C2c3ccccc3N=C(SCC(=O)NCCc3ccc(S(N)(=O)=O)cc3)N2C1=O (stereo not given)	i	.
CN1CCN(CC(O)Cn2c3ccccc3c3ccccc32)CC1 (stereo not given)	20%	11
O=C(c1cc2ccccn2n1)N1CCN(Cc2ccccc2)CC1	7%	16
CC1CCN(C(=O)c2ccc(CS(=O)(=O)Cc3ccccc3)cc2)CC1	-1%	21
Cc1cc(OCC(=O)Nc2ccc(S(=O)(=O)N3CCN(C)CC3)cc2)ccc1Cl	?	.

The listing continues.
SMILES	Lipid storage S3	Lipid storage S3 cell count max
O=C(CNC(=O)c1ccc(Br)o1)OCC(=O)c1cccc([N+](=O)[O-])c1	5%	1
COC(=O)c1nc(N)sc1-c1ccc(Cl)cc1	?	.
COc1ccccc1C(=O)NC(=O)COC(=O)C1CC1	4%	0
COc1ccc(NC(=S)N(Cc2cccnc2)Cc2cc3cc(OC)c(OC)cc3[nH]c2=O)cc1	?	.
CC(=O)Nc1nnc(SCC(=O)NC(C)(C)C)s1	?	.
O=C1N/C(=C\c2ccc(N3CCOCC3)c(F)c2)C(=O)N1Cc1ccccc1	-3%	.
CC(=O)c1ccc2c(c1)c(C#N)c1ccccc1[n+]2[O-]	?	.
COC(=O)[C@@H]1C[C@H]2CC[C@H](O)C[C@H]2N1Cc1ccccc1OC(=O)c1cccs1	11%	18
Cc1ccc2occ(/C=N/NC(=O)c3ccccc3Br)c(=O)c2c1	i	.
COc1ccc(COC(=O)NC2CCN(S(=O)(=O)c3ccc(OC)cc3)CC2)cc1	4%	11
CNS(=O)(=O)c1cc(C(=O)O)ccc1OC	0%	5
CN(C)N1C(N)=C(C#N)C(c2ccccc2F)C2=C1CC(C)(C)CC2=O (stereo not given)	20%	8
Cc1cccc(C)c1NC(=O)C(c1ccccc1)N1CCC1=O (stereo not given)	16%	-16
Cc1cc(C)n(-c2ccc(F)cc2)c(=O)c1C#N	?	.
COCCN(C(=O)COC(=O)CCCOc1ccccc1)c1c(N)n(Cc2ccccc2)c(=O)[nH]c1=O	?	.
COc1ccc(C(C)C)cc1S(=O)(=O)NCC1CCCO1 (stereo not given)	?	.
